Growth percent in the NCI-60 one-dose screen (48 h, 10 µM unless noted): 100 = growth as untreated, 0 = no growth, -100 = all killed.
HOP-92: HOP-92 NSCLC cells; AID 1794738; 71,000 compounds, 6.3% hits
SR: SR leukemia cells; 73,000 compounds, 8.7% hits
HOP-62: HOP-62 NSCLC; AID 1794735; 80,000 compounds, 3.9% hits
CCRF-CEM: CCRF-CEM leukemia; 77,000 compounds, 7% hits; AID 1794778
MOLT-4: MOLT-4 leukemia cells. 80,000 compounds, 6.9% hits
K-562: K-562 leukemia; 78,000 compounds, 7.4% hits; AID 1794777
RPMI-8226: RPMI-8226 leukemia cells; 77,000 compounds, 7.5% hits; AID 1794781
MDA-MB-435: MDA-MB-435 melanoma; 82,000 compounds, 7.8% hits
Starred values were filed as active, the others as inactive; x = not tested or not shown; & = joins results of further samples; ! = not active in a repeat; [ ] = dose if it differs, or a comment. How the source made its calls: active means growth percent below 10; inactive means the rest. Outcome played no part in choosing rows; overall some 14% were active at least once.

SMILES	HOP-92	SR	HOP-62	CCRF-CEM	MOLT-4	K-562	RPMI-8226	MDA-MB-435
Clc1ccc(CSc2ncc(Br)c(Nc3cc(Cl)ccc3Cl)n2)cc1	93	95	96	101	93	91	108	113
OCC1OC(OC2OC(CO)C(O)C(O)C2O)C(O)C(O)C1O (stereo not given)	141	92	105	105	84	113	102	113
O=C(/C=C(O)/C=C/c1ccc(SC(F)(F)F)cc1)/C=C/c1ccc(SC(F)(F)F)cc1	93	41	101	61	76	78	39	79
CCOc1ccc2cc(-c3nn(CC4CCNCC4)c4ncnc(N)c34)ccc2c1	26&73	-25*!	65&83	9.5*!	-12*!	-8.9*!	-13*!	15&95
Cn1cc(NC(=O)c2cc(NC(=O)c3ccc(/C=C/c4ccccc4)cc3)cn2C)cc1C(=O)NCCCN1CCOCC1	-18*	-22*	91	-8.7*	-24*	-41*	-48*	-73*
NC(=O)Cc1c[nH]c2ccccc12	92	90	83	98	92	95	90	106
O=C(O)C(N=Cc1ccccc1)C(O)c1ccccc1 (stereo not given)	82	112	85	100	110	122	103	103
CC(C)C[C@H]1[C@@H]2O[C@@H]2[C@H](CC(C)C)N(Cc2ccccc2)S(=O)(=O)N1Cc1ccccc1	105[5 µM]	65[5 µM]	83[5 µM]	62[5 µM]	59[5 µM]	63[5 µM]	56[5 µM]	95[5 µM]
O=C(O)CCC(CCC(=O)O)(C(=O)O)C(=O)O	81	99	108	104	95	99	105	104
COc1ccc2c(c1)c(-c1nnc(-c3cn(C)c4ncccc34)o1)cn2C	28	55	84	57	54	58	33	65
O=C(CCNCc1ccccc1)c1ccccc1	120	109	104	116	109	108	105	109
C#CC#CC#CC#CC#CC#CC#CC#CC[C@@H]1OC[C@@H](COC(=O)O[C@@H](C(=O)O[C@H]2C[C@@]3(O)[C@@H](OC(=O)c4ccccc4)[C@@H]4[C@]5(OC(C)=O)CO[C@@H]5C[C@H](O)[C@@]4(C)C(=O)[C@H](OC(C)=O)C(=C2C)C3(C)C)[C@@H](NC(=O)c2ccccc2)c2ccccc2)O1	43	3.6*	95	6.1*	9.3*	7.2*	5.3*	101
O=c1ccc2nc3ccccc3sc-2c1	79	x	90	x	58	78	59	45
CCOC(=O)CSc1nnc(N)s1	86	97	89	100	103	101	98	108
CCOC(=O)c1ccc[n+]([O-])c1	94	97	106	96	89	98	99	112
COc1ccc2c(c1C)CCC(C)(C#N)C2=O (stereo not given)	101	104	117	92	95	99	110	108
COc1nccc2c(N(C)C(=O)Nc3ccc(N(C)C)cc3)nc(N)nc12	98	71	100	71	43	93	26	105
Clc1ccc(C2=NCCN2)cc1	94	84	106	89	79	105	92	108
O=C1c2ccccc2C(=O)N1CNc1ccccc1	93	99	97	98	98	83	94	105
CC(=O)c1ccc2c(c1)Nc1ccccc1S2	85	93	93	89	77	85	90	100
COc1ccc(OC)c2c(=O)cc(C(=O)O)[nH]c12	82	108	100	90	101	110	91	97
COC1=C(C)C(=O)c2c(c(CCCl)c3n2CCC3OC(C)=O)C1=O (stereo not given)	56	1.9*	-22*	50	34	13	x	-58*
CC(C)c1cc(C(=O)Nc2ccc(-c3nccs3)cc2)no1	104	81	115	94	77	87	101	106
COc1ccc(OC)c(-c2cc(-c3cc(OC)c(OC)c(OC)c3)nc(N)c2C#N)c1	119	88	109	103	100	98	100	99
Nc1nnc(-c2ccccn2)c(-c2c[nH]c3ccc(Br)cc23)n1	87	79	87	92	90	95	84	106
COc1cc(C)cc2oc3oc(=O)c(-c4csc(-c5ccccc5)n4)cc3c(=O)c12	100	130	106	97	104	100	96	105
Cc1c(C(=O)Nc2nc3ccccc3s2)cnn1-c1c(F)cccc1F	84	103	98	79	79	62	89	97
C=C1C(=O)O[C@H]2[C@H]1CC/C(Cn1cc(CNC(=O)/C=C/c3c[nH]c4ccccc34)nn1)=C\CC[C@@]1(C)O[C@@H]21	83	57	104	1.3*	90	24	13	84
CCOc1ncnc2c1ncn2[C@H]1CC2C(CO)C1C[C@@H]2Cl (stereo not given in full)	124	98	106	129	111	101	121	106
COC(=O)c1c(C(=O)OC)c2ccc3c4ccccc4ccc3n2c1C(=O)CBr	112	56	87	73	56	64	70	84
CC1=[N+](C)C(C)(C)CC(C)O1 (stereo not given)	107	x	95	100	x	112	109	106
Cn1cc2c(c1)-c1[nH]c(=O)ncc1CC2	x	137	101	111	180	113	104	110
COc1cnc2c(c1)C(=O)c1c-2n(CCCN2CCN(CCO)CC2)c(=O)c2cc([N+](=O)[O-])ccc12	77	-12*	40	-5.1*	0.8*	-27*	45	41
CCOC(=O)c1cc(C(=O)OC)n2ccc3ccccc3c12	78	112	94	106	91	105	104	101
CCCn1c(=O)[nH]c(N)c(C(c2ccccc2F)c2c(N)[nH]c(=O)n(CCC)c2=O)c1=O	61	63	79	72	71	75	57	81
C=CCn1c(SCC(=O)Nc2ccc(C(=O)/C=C/c3cc(OC)c(OC)c(OC)c3)cc2)nnc1-c1cc(OC)c(OC)c(OC)c1	82	-5.4*	55	1.8*	12	6.9*	-32*	3.8*
CC[n+]1c(C)cc(C)c2ccccc21	102	x	90	104	97	72	105	113
C/C(=N\N=C1/C(=O)Nc2ccccc21)c1ccc2c(c1)Nc1ccccc1S2	83	44	83	46	11	32	39	-53*
COc1c(F)ccc(C(=O)Nc2ccc3nc(NC(=O)C4CCCN(S(=O)(=O)c5ccc(C(C)(C)C)cc5)C4)sc3c2)c1F (stereo not given)	6.6*	17	89	58	30	27	44	77
COc1ccc(C2=NN(C(=O)c3cc(OC)c(OC)c(OC)c3)C(c3c(Cl)cccc3Cl)C2)cc1OC (stereo not given)	x	48	84	75	70	78	76	54
NCCCNc1nc(-c2cccnc2)nc2sc3c(c12)CCCCC3	111	95	87	102	98	107	107	101
O=C(N=Nc1c(O)[nH]c2ccc(F)cc12)c1cc2ccccc2[nH]1	96	95	95	99	99	92	92	100
O=C(OCCCN1CCCCC1)c1noc2cc([N+](=O)[O-])ccc12	106	91	99	101	92	98	97	112
COc1cc2c(c(OC)c1OC)CCC(c1cccc(C(=O)Nc3cccc(Br)c3)c1)O2 (stereo not given)	6.2*	36	97	69	49	52	50	70
O=C(O)/C(=C\c1cc2c(cc1[N+](=O)[O-])OCO2)c1cc2c(cc1Br)OCO2	94	115	97	98	106	108	94	x
Cc1ccc(C(=O)c2ccc3nc(-c4ccc(F)cc4)n(C)c3c2)cc1	129	103	107	108	106	102	109	105
C[N+]1(CC(=O)c2ccccc2)CCc2ccccc2C1 (stereo not given)	104	97	89	99	102	115	93	107
COC(=O)c1cc(-c2ccncc2)[nH]c(=O)c1C#N	104	x	106	106	92	105	117	105
N#Cc1c(-c2ccc(C(F)(F)F)cc2)cc(NCCn2ccnc2)n2c1nc1ccccc12	30	77	83	85	92	86	67	107
CCOC(=O)C1OC1(c1ccccc1)c1ccccc1 (stereo not given)	107	108	118	100	105	109	96	104
O=C1c2c(c3c4cc(O)ccc4oc3c3[nH]c4ccccc4c23)C(=O)N1O	-8.0*	x	-26*	1.6*	4.8*	14	4.7*	-14*
O=C1OC(=O)C2C1C(c1ccccc1)N1C3C(=O)OC(=O)C3C(c3ccccc3)N21 (stereo not given)	92	90	111	19	99	110	106	108
O=S(=O)(Nc1ccc(C(F)(F)F)cc1)c1ccc(-c2cnc(C3CC3)o2)cc1	84	93	97	107	103	95	102	79
COc1ccc(CN2CCc3c(Sc4ccc(C(C)C)cc4)nc(N)nc3C2=O)c(OC)c1	53	x	120	96	74	103	76	100
CC1N=COC1S(=O)(=O)Nc1ccc(N/C=C/C(=O)c2cc3c(ccc4ccccc43)oc2=O)cc1 (stereo not given)	93	97	x	105	91	90	103	104
CCCCCCCn1ncc2c(N[C@H](C)c3ccccc3)ncnc21	88	84	108	99	96	90	91	96
N#CC1=C(N)Oc2c(ccc3ccccc23)C1c1ccc([N+](=O)[O-])cc1 (stereo not given)	93	20	73	67	59	21	90	6.1*
COc1ccc(C(Nc2nc(C)cs2)c2cn(C)c3ccccc23)cc1 (stereo not given)	77	101	77	68	78	36	25	70
COc1cc(/C=C/C(=O)c2ccc(NC(=O)CSc3nnc(-c4cc(-c5ccc(S(C)(=O)=O)cc5)nc5ccccc45)n3-c3ccccc3)cc2)cc(OC)c1OC	107	72	111	90	90	88	57	101
CC(=O)Nc1ccc(CCNC(=O)c2ccc3ccccc3c2O)cc1	86	72	88	50	76	77	74	103

Molecules above with a Cl atom, in the order listed:
SMILES	HOP-92	SR	HOP-62	CCRF-CEM	MOLT-4	K-562	RPMI-8226	MDA-MB-435
Clc1ccc(CSc2ncc(Br)c(Nc3cc(Cl)ccc3Cl)n2)cc1	93	95	96	101	93	91	108	113
Clc1ccc(C2=NCCN2)cc1	94	84	106	89	79	105	92	108
COC1=C(C)C(=O)c2c(c(CCCl)c3n2CCC3OC(C)=O)C1=O (stereo not given)	56	1.9*	-22*	50	34	13	x	-58*
CCOc1ncnc2c1ncn2[C@H]1CC2C(CO)C1C[C@@H]2Cl (stereo not given in full)	124	98	106	129	111	101	121	106
COc1ccc(C2=NN(C(=O)c3cc(OC)c(OC)c(OC)c3)C(c3c(Cl)cccc3Cl)C2)cc1OC (stereo not given)	x	48	84	75	70	78	76	54

(continued)
SMILES	HOP-92	SR	HOP-62	CCRF-CEM	MOLT-4	K-562	RPMI-8226	MDA-MB-435
C=CCn1c(SC/C(=N\O)c2ccccc2)nnc1-c1ccc(OC)c(OC)c1	82	109	92	98	85	91	84	105
Oc1c(Cl)cc(Cl)cc1C1N2CCCCC2C2c3cccn3-c3ccccc3N21 (stereo not given)	110	93	109	97	88	96	99	106
O=C(CN1CCN(c2cc(=O)n(-c3ccccc3)c3ccccc23)CC1)N(c1ccccc1)c1ccccc1	x	81	93	84	64	64	70	94
c1ccc(N[n+]2ccc3ccccc3c2)cc1	96	119	96	128	118	116	123	98
CSc1nc2c(c(=O)n1C)CN(c1ccccc1)C(=O)CN2	x	67	79	96	100	107	89	97
Cn1ncc2c(=O)nc3c(-c4ccccc4)n[nH]n3c21	116	113	95	127	100	119	123	101
O=c1oc2ccccc2c2nc3c(ccc4ccccc43)cc12	86	76	96	100	78	75	111	110
O=C1c2ccccc2C(=O)N1CCS	93	x	113	94	108	102	96	109
COC(C)(C)C1CCC(C)=CC1c1cc(O)ccc1O (stereo not given)	106	98	114	91	92	108	99	121
Cc1oc2c(C)c3oc(=O)cc(C)c3cc2c1CCl	59	-10*	92	48	64	59	54	63
CCNC(=S)N(Cc1ccccc1)Cc1ccccc1	77	72	95	132	82	100	110	105
COc1ccc2c(c1)C=CC1(O2)Oc2ccc(OC)cc2C=C1C (stereo not given)	-6.6*	11	51	7.7*	9.4*	8.4*	19	-35*
Cc1cc(Br)c2nsnc2c1[N+](=O)[O-]	63	19	56	20	39	23	24	21
CN1CCN(C(=O)c2cc(-c3ccc4ncnc(N5CCc6cc(F)c(Cl)cc65)c4c3)cnc2N)CC1	-27*	15	12	7.9*	1.5*	11	-26*	-2.1*
Cc1ccnc2c1NC(=O)c1cccnc1N2C1CC1	121	100	x	94	99	x	112	98

Arranged by number of heavy atoms (high to low): 4 of the compounds above.
SMILES	HOP-92	SR	HOP-62	CCRF-CEM	MOLT-4	K-562	RPMI-8226	MDA-MB-435
Oc1c(Cl)cc(Cl)cc1C1N2CCCCC2C2c3cccn3-c3ccccc3N21 (stereo not given)	110	93	109	97	88	96	99	106
COc1ccc2c(c1)C=CC1(O2)Oc2ccc(OC)cc2C=C1C (stereo not given)	-6.6*	11	51	7.7*	9.4*	8.4*	19	-35*
CSc1nc2c(c(=O)n1C)CN(c1ccccc1)C(=O)CN2	x	67	79	96	100	107	89	97
Cc1ccnc2c1NC(=O)c1cccnc1N2C1CC1	121	100	x	94	99	x	112	98

(cont.)
SMILES	HOP-92	SR	HOP-62	CCRF-CEM	MOLT-4	K-562	RPMI-8226	MDA-MB-435
CC1C(c2ccccc2)OCCN1C(=S)NC(=O)c1ccccc1 (stereo not given)	91	92	x	94	112	99	97	103
Nc1c(C(=O)Nc2ccc(Cl)cc2)cc(-c2nc3ccccc3s2)c(=O)n1NS(=O)(=O)c1ccc(Cl)cc1	96	95	102	98	92	96	93	100
Cc1cc(=O)oc2cc(O)c(N)cc12	85	127	118	98	113	124	103	100
CC(C)OC(=O)N1CCN(C(=O)OC(C)C)CC1	100	96	89	85	74	91	100	105
COc1cc(OC)c(NC(=O)C2=C(C)NC(C)=C(C(=O)Nc3cc(Cl)c(OC)cc3OC)C2c2cccc([N+](=O)[O-])c2)cc1Cl	86	x	95	84	58	81	75	99
CC(C)Cc1nc(Nc2ccccc2)[nH]c(=O)c1C#N	-14*	34	83	60	62	49	25	71
O=C1C=CC(=O)N1c1ccc(Br)cc1Cl	90	94	103	x	80	81	100	105
c1ccc2c(c1)ccc[n+]2CCCCC[n+]1cccc2ccccc21	78	112	101	85	104	111	94	107
C=C(C)[C@@H]1CC[C@]2(C(=O)NCCNCCNCCNC(=O)OC(C)(C)C)CC[C@]3(C)[C@H](CC[C@@H]4[C@@]5(C)CCC(=O)C(C)(C)[C@@H]5CC[C@]43C)[C@@H]12	59[100 µM]	80[100 µM]	76[100 µM]	96[100 µM]	77[100 µM]	84[100 µM]	80[100 µM]	92[100 µM]
CCN1CCN(c2nc(NNC(=O)c3cccc(OC)c3)nc(N3CCN(C(c4ccccc4)c4ccccc4)CC3)n2)CC1	43	-12*	87	49	24	17	5.3*	20
Cc1ccc(C2CC(c3ccc(NC(=O)Nc4ccccc4)cc3)=NN2c2ccc(S(N)(=O)=O)cc2)cc1 (stereo not given)	-81*	-13*	-73*	-18*	-28*	6.2*	-11*	-92*

Source: PubChem BioAssay
